Source: PubChem BioAssay
GAA glycogen = qHTS Assay for Inhibitors and Activators of Human alpha-Glucosidase Cleavage of Glycogen; Lysosomal alpha-glucosidase (Homo sapiens), P10253; recombinant GAA, glycogen substrate, Amplex Red glucose oxidase fluorescence; Potency, µM (highest dose often 76.4 µM), inactives show top-dose activity change, negative = inhibition, actives largely listed as inhibitors; hit rate 0.38% among 300,000; AID 2100, 2009; active = well fitted inhibition curve with a large enough effect; inconclusive = small, poorly fitted or top-dose-only effect, or another doubt; inactive = no such curve, though single readings can be large or run the other way;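 note: 0% = full enzyme reaction and -100% = no-enzyme basal signal; the screen sought inhibitors and activators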
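Recombinant human alpha-glucosidase (4 nM final) hydrolysed bovine liver glycogen (30 ug) for 40 min at 37 C in pH 5.0 citrate/phosphate with 0.01% Tween-20. Released glucose detected by glucose oxidase/Amplex Red, Ex 573/Em 610 nm. Compounds up to 77 uM; AC50 from Hill fits.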
Numbers without * were called inactive; ? = inconclusive; [ ] = another dose, or the depositor's remark. Potency is the fitted concentration of half-maximal effect. Only part of the results is shown, so the mix of outcomes need not match the whole.

Start of the listing, in advance:
GAA glycogen	SMILES
1.2%[76.3 µM]	CCOC(=O)C1(Cc2cccc(Cl)c2)CCCN(C(=O)c2cc(C)n(C)n2)C1 (stereo not given)
-3.4%[76.3 µM]	CC(C)(C)NC(=O)COc1ccc(S(=O)(=O)N2CCCC2)cc1

All compounds of this part, previewed entries included:
GAA glycogen	SMILES
1.2%[76.3 µM]	CCOC(=O)C1(Cc2cccc(Cl)c2)CCCN(C(=O)c2cc(C)n(C)n2)C1 (stereo not given)
-3.4%[76.3 µM]	CC(C)(C)NC(=O)COc1ccc(S(=O)(=O)N2CCCC2)cc1
15.1%[76.3 µM]	COc1cccc(OC)c1C(=O)Nc1cccc2c1CCCC2
-13.2%	COc1ccccc1C(=O)NCC(=O)NCCc1ccc(Cl)cc1
10.7%[76.3 µM]	COc1ccc(-c2nsc(NC(=O)COc3ccccc3OC)n2)cc1
-0.3%	CC1CC(C)CN(CCOc2cccc3ccccc23)C1 (stereo not given)
-11.1%[76.3 µM]	Cc1cc(NS(=O)(=O)c2ccc(NS(=O)(=O)c3cc(C)c(Cl)cc3Cl)cc2)no1
-11.4%[76.3 µM]	CCc1ccc(Nc2n[n+](-c3ccccc3)c(-c3ccc(OC)c(Br)c3)s2)cc1
-8.0%[76.3 µM]	COc1cc(C(=S)N2CCOCC2)ccc1OC(=O)c1ccccc1
-19.3%[76.3 µM]	Cc1cccc(NC(=O)CN2C(=O)C(c3ccc(F)cc3)=NC23CCCCCC3)c1
2.3%[76.3 µM]	OCc1ccccc1OCCCOc1cccc2cccnc12
-1.1%[76.3 µM]	Cc1nnc(SCc2ccc(Cl)cc2)c2cc3occc3n12
14.5%[76.3 µM]	COC(=O)c1ccc(N2C(=O)Cc3cc(OC)c(OC)cc3C2c2ccc(F)cc2)cc1 (stereo not given)
3.3%[76.3 µM]	COc1ccc(-c2nn(-c3ccccc3)cc2/C=C2/SC(=S)N(CCCC(=O)O)C2=O)c(C)c1
-13.5%	COCc1c(C(=O)N/N=C\c2cccnc2)nnn1-c1nonc1N
-1.3%[76.3 µM]	CC(NC(=O)C(C)N1C(=O)c2cccc([N+](=O)[O-])c2C1=O)c1ccccc1 (stereo not given)
-12.4%[76.3 µM]	OCCCc1cn(Cc2ccccc2)c2ccccc12
-14.4%	CCCN(CCC)c1nc(-c2ccccn2)nc2ccccc12
0.4%[76.3 µM]	O=C(c1cc2cc(F)ccc2[nH]1)N1CCN(C(=O)c2ccco2)CC1
-5.6%[76.3 µM]	N#C/C(=C\c1c(N2CCN(c3ccccc3)CC2)nc2ccccn2c1=O)S(=O)(=O)c1ccccc1
3.8%[76.3 µM]	Cc1c(NC(=O)Nc2ccc(C(C)C)cc2)c(=O)n(-c2ccccc2)n1C
2.7%[76.3 µM]	CCOc1ccc(C(=O)Nc2ccc3c(c2)OCCO3)cc1Br
-3.6%[76.3 µM]	CCOC(=O)c1ccc(NC(=O)Cn2c(=O)oc3ccccc32)cc1
-1.9%[76.3 µM]	C#Cc1cccc(C(=O)N2CCCC(C(=O)c3ccc(OC)cc3C)C2)c1 (stereo not given)
-12.4%[76.3 µM]	CCCC12CN3CC(C)(CN(C1)C3c1cn(C)c3ccccc13)C2=O (stereo not given)
-2.1%[76.3 µM]	CC(C)(C)c1ccc(OCC(=O)Nc2ccc(C(=O)OC3CCCCC3)cc2)cc1
-4.8%[76.3 µM]	O=C(NCC1CCCO1)c1ccc(COc2ccccc2)cc1 (stereo not given)
5.5%[76.3 µM]	COc1cccc(N/C=C/C(=O)c2ccc(OC)c(OC)c2)c1
-4.5%	O=C(Nc1cccc(F)c1)N1CCC(c2ccccc2)CC1
6.6%	CCCc1cnc(N2CCN(C(=O)c3ccc(OC)cc3)CC2)nc1
-2.6%[76.3 µM]	CCCCCOc1ccc(NC(=O)Cn2c(-c3cncs3)nc3ccccc32)cc1
-1.1%[76.3 µM]	Cc1ncsc1CCC(=O)N1CCCC(Nc2ccc(C(C)C)cc2)C1 (stereo not given)
-14.0%[76.3 µM]	COc1ccc(C)cc1NC(=O)NNC(=O)c1ccoc1C
12.1%[76.3 µM]	COc1ccc(CNC(=O)Cn2cccc2C(=O)c2ccccc2C)cc1
21.4%[76.3 µM]	Cn1c(=O)c2c(nc(SCc3ccc(F)cc3)n2C)n(C)c1=O
14.5%[76.3 µM]	Fc1ccccc1N1CCN(Cc2nnc(-c3ccc4c(c3)OCO4)o2)CC1
2.9%[15.3 µM]	Cc1cc2c(c(=O)n1Cc1ccccc1)C1O[C@](c3ccsc3)(Cc3ccccc31)O2
3.8%[76.3 µM]	CCS(=O)(=O)c1ccc(-c2cccc(NC(=O)COc3ccc(Cl)cc3)c2)nn1
-0.3%	COCCNC(=O)[C@@H]1CSC2c3ccc(OC)c(OC)c3C(=O)N21 (stereo not given in full)
0.5%[76.3 µM]	C=CCNC(=O)C1CC(=O)N(c2ccc(OCc3ccc(F)cc3)cc2)C1 (stereo not given)
-7.2%[76.3 µM]	CCOC(=O)c1ccc(NC(=O)c2sc3ccccc3c2Cl)cc1
1.5%	Cc1ccccc1Nc1c([N+](=O)[O-])ccc2nonc12
-0.4%	Cc1ccc(C(=O)Cc2nc3ccccc3[nH]2)cc1
0.0%	Cc1cccn2c(=O)c(C=O)c(Nc3ccc(S(N)(=O)=O)cc3)nc12
1.2%[76.3 µM]	COC(=O)C1=C(C)N=C2SCCC(=O)N2C1c1ccc(OCc2ccccc2)c(OC)c1 (stereo not given)
0.4%	O=C(O)c1ccc(N2CCN(c3ccc(Cl)cc3)CC2)c([N+](=O)[O-])c1
?	COc1cccc(CNC(=O)CN(c2ccc(C)cc2)S(=O)(=O)N(C)C)c1OC
11.5%[76.3 µM]	COc1ccccc1C(=O)Nc1c(C(=O)Nc2cc(Cl)ccc2C)sc2nc(C)cc(C)c12
0.1%[76.3 µM]	CCCN(C(=O)COC(=O)C12CCC(=O)N1c1ccccc1S2)c1c(N)n(Cc2ccccc2)c(=O)[nH]c1=O (stereo not given)
-22.7%[76.3 µM]	Cc1ccc(O)c(NC(=O)C2CC(c3cccc(Br)c3)=NO2)c1 (stereo not given)
-5.9%[76.3 µM]	CCOC(=O)C1CCN(C(=O)CCc2ccc(S(=O)(=O)NCC(C)C)cc2)CC1
-1.1%[76.3 µM]	CCOC(=O)N1CCN(Cc2nc3cc(NC(=O)c4cccs4)ccc3n2CC)CC1
-2.4%[76.3 µM]	Cc1c(C(=O)OC2CCCCCC2)[nH]c2c1C(=O)CC(c1ccc(N(C)C)cc1)C2 (stereo not given)
-3.6%	Cc1cc(Cl)cc2c(N=Nc3ccccc3C(=O)O)c(O)[nH]c12
1.2%[76.3 µM]	Cc1cccn2c(=O)c(C=O)c(Nc3ccccc3)nc12
-12.5%[76.3 µM]	Cc1ccc(N2CCN(C(=O)c3cccs3)CC2)cc1C
-3.9%[76.3 µM]	Oc1ccccc1CN1CCN(C(c2ccccc2)c2ccccc2)CC1
1.9%	Cc1csc(NC(=O)CCCC(=O)c2ccccc2)n1
-25.1%	C[C@@H](NC(=O)OC(C)(C)C)C(=O)NCC1CCC(C(=O)N[C@@H](Cc2ccccc2)C(=O)O)CC1 (stereo not given in full)
1.2%	COc1cc(C(=O)Nc2ccc3nc(N4CCN(C)CC4)cc(C)c3c2)cc(OC)c1OC

Remaining list, next part:
GAA glycogen	SMILES
8.1%[76.3 µM]	Cc1c(CC(=O)N2CCCCC2)c(=O)oc2cc(O)ccc12
2.4%	COc1ccc(N=C2S/C(=C\c3ccc(Cl)c([N+](=O)[O-])c3)C(=O)N2CCN(C)C)cc1
-5.3%[76.3 µM]	COc1ccc(C)cc1S(=O)(=O)N1CCN(c2cccc(Cl)c2)CC1
-14.4%[76.3 µM]	CCOC(=O)c1cccc(NC(=O)CCc2nc3cccnc3n2-c2ccccc2)c1
?	c1ccc(Nc2c(-c3c[nH]c4ccccc34)nc3ccccn23)cc1
-2.8%[76.3 µM]	COc1cccc(-c2csc(N3CCN(C(=S)NCC(C)C)CC3)n2)c1
11.8%	O=C(Cc1cccc(C(F)(F)F)c1)NCC(=O)Nc1cc(Cl)ccc1Cl
12.9%[76.3 µM]	COc1ccc(C2CC(c3c(O)n(C4CCCCC4)c(=O)[nH]c3=O)=Nc3ccccc3S2)cc1 (stereo not given)
-6.8%	COc1ccc2cc([C@H](C)C(=O)N(C)Cc3ccccc3N3CCCC3)ccc2c1
-5.8%[76.3 µM]	CCc1nn(CC(=O)NCC(C)c2ccccc2)c(=O)c2cc3c(OC)cccc3n12 (stereo not given)
-14.2%[76.3 µM]	Cc1c(Cl)cccc1NC(=O)CCN1C(=O)c2ccccc2Sc2ncccc21
20.9%[76.3 µM]	COc1ccc(-n2c(O)c(/C=C3\C=Nc4ccccc43)c(=O)[nH]c2=O)cc1
10.8%[76.3 µM]	CCOc1ccc(N(C(=O)c2ccc(Cl)cc2)S(=O)(=O)c2ccc3c(c2)n(C)c(=O)n3C)cc1
3.1%[76.3 µM]	CCCN1C(=O)C(O)(CC(=O)c2ccc(OC)c(OC)c2)c2ccccc21 (stereo not given)
-3.5%[76.3 µM]	N#CCc1ccc(NC(=O)c2ccc(S(=O)(=O)N3CCOCC3)cc2)cc1
12.6%[76.3 µM]	O=C(Nc1ccc(Br)cc1)c1cc2nc(-c3ccccc3)cc(-c3ccccc3)n2n1
-20.0%[76.3 µM]	Cc1ccc2c(NC(=O)c3ccc(Br)o3)cccc2n1
-16.0%[76.3 µM]	COc1ccc(-c2sc(Nc3ccccc3)n[n+]2-c2ccc(F)cc2)c(OC)c1OC
-10.7%[76.3 µM]	CCN1CCN(c2ccc(NS(=O)(=O)c3c(C)nc4sccn4c3=O)cc2Cl)CC1
4.5%[76.3 µM]	O=C(Nc1ccnn1C1CCN(Cc2cccc(OCCO)c2)CC1)C1CCCC1
-10.5%	Cc1ccccc1NC(=O)NC1(C(=O)N2CCC(C(N)=O)CC2)CCCCC1
-9.4%	COc1nc(C)cc(C)c1S(=O)(=O)c1ccccc1
-4.0%[76.3 µM]	COc1cc(SC)ccc1C(=O)N1CCN(Cc2ccc3c(c2)OCO3)CC1
2.4%[76.3 µM]	O=C(NCCc1ccccc1)c1ccc(Cl)c(S(=O)(=O)N2CCCC2)c1
7.3%	O=c1c(Cc2ccc(Cl)cc2Cl)c(O)ccn1CC(F)(F)F
?	COc1ccccc1CCNC(=O)C1CCC(=O)N(Cc2cccc(F)c2)C1 (stereo not given)
8.5%	COc1ccc(CN2C(=O)c3ccccc3C2=O)cc1C(=O)O
-15.6%[76.3 µM]	CC(C)(C)OC(=O)NCc1ccc(CNC(=O)c2[nH]cnc2C(=O)N[C@@H](Cc2ccccc2)C(=O)OC(C)(C)C)cc1
-1.5%	COCCCNC(=O)/C(C#N)=C/c1c(N2CCN(C)CC2)nc2c(C)cccn2c1=O
-9.3%	CCOc1ccccc1C1c2[nH]c3ccccc3c2C[C@H]2C(=O)N(C3CCN(Cc4ccccc4)CC3)CC(=O)N12 (stereo not given in full)
-10.2%[76.3 µM]	Cc1nn(-c2ccccc2)c(C)c1NC(=O)COC(=O)c1ccccc1OC(F)F
-12.2%[76.3 µM]	CC(C(=O)Nc1cccc(C#N)c1)N(C)CCOc1ccccc1 (stereo not given)
12.7%[76.3 µM]	CC1CCN(C(=O)c2cc3c(=O)n(C)c4ccccc4c3s2)CC1
2.3%	COc1ccc2nc(SCC(=O)NCC3CCCO3)c(C#N)cc2c1 (stereo not given)
?	CC(C)CC(=O)Nc1ccc(C(=O)CN2CCN(c3ccc(O)cc3)CC2)cc1
-15.2%[76.3 µM]	CN1CCN(c2nc3c(c(=O)n(C)c(=O)n3C)n2Cc2ccccc2)CC1
-1.7%	O=C(CC(c1ccccc1)c1ccccc1)Nc1ccc(C(=O)O)cc1
-10.6%[76.3 µM]	CCC(C)(C)NC(=O)C(c1ccccc1Cl)N(Cc1cccnc1)C(=O)CCC(=O)Nc1cc(C)on1 (stereo not given)
18.4%[76.3 µM]	CSc1ccc(CN2CCSCC2)cc1
7.1%[76.3 µM]	COc1ccc(NC(=O)C2CC(c3ccc(Cl)cc3)=NO2)cc1 (stereo not given)
1.1%	Cc1ccccc1CSc1nnnn1-c1ccc(C(N)=O)cc1
-26.1%	CN(/N=C/c1cc(Br)cc(Br)c1O)c1cccc(C(F)(F)F)n1
8.8%[76.3 µM]	CCn1c(=O)sc2cc(NS(=O)(=O)c3ccc(C)cc3)ccc21
7.5%[76.3 µM]	Cc1ccnc(NS(=O)(=O)c2ccc(NC(=O)Cc3c(F)cccc3Cl)cc2)n1
0.9%[76.3 µM]	Cc1c(CNC2CCCCC2)c(C(=O)O)c(C)n1Cc1ccc(Cl)cc1
-2.1%	C=CCn1c(=O)c2ccccc2n2c(SCC(=O)NC(C)C)nnc12
-3.4%	COc1ccccc1N1CCN(CCC(=O)Nc2cccc(Cl)c2)CC1

Some of the entries above, reformatted.
SMILES	GAA glycogen
CSc1ccc(CN2CCSCC2)cc1	18.4%[76.3 µM]
COc1ccc(NC(=O)C2CC(c3ccc(Cl)cc3)=NO2)cc1 (stereo not given)	7.1%[76.3 µM]
Cc1ccccc1CSc1nnnn1-c1ccc(C(N)=O)cc1	1.1%
CN(/N=C/c1cc(Br)cc(Br)c1O)c1cccc(C(F)(F)F)n1	-26.1%
CCn1c(=O)sc2cc(NS(=O)(=O)c3ccc(C)cc3)ccc21	8.8%[76.3 µM]
Cc1ccnc(NS(=O)(=O)c2ccc(NC(=O)Cc3c(F)cccc3Cl)cc2)n1	7.5%[76.3 µM]
